Bioassay records (PubChem)
PERK inh = block of dimerizer-induced PERK translation repression, primary screen, PERK inhibitor project, CHO PERK-DD cells, SEAP luminescence, HTS. Eukaryotic translation initiation factor 2-alpha kinase 3 (Homo sapiens), Q9NZJ5. CHO PERK-DD fusion, SEAP luminescence translation reporter. inhibition, % at 5.6 µM. 0.17% of 220,000 active;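 active = inhibition above the mean inhibition of all tested compounds plus 3 SD, set separately per screening campaign, cut at about 2.9% in these data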;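 note: PERK kinase domain activated by AP20187 dimerizer at 100 nM; 0% = DMSO with dimerizer and 100% = rapamycin at 8.4 µM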
TRPML3 ag = human TRPML3 channel agonists, primary screen, cell-based, HEK293 TRPML3-YFP, Fluo-8 calcium fluorescence, 3 µM. 0.29% of 220,000 active. 100% = the carbachol control signal. Mucolipin-3 (Homo sapiens), Q8TDD5. AID 1448, 2008. activation, % at 3 µM;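 active = activation above its plate's cutoff, the mean activation of the plate's test wells plus 3 SD, cut at about 12% in these data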;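 note: 0% = DMSO only wells and 100% = carbachol wells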
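Test system – HEK293 line with stable expression of human TRPML3-YFP channel · Control set – carbachol 87 µM final as high control (100%), DMSO as low control (0%) · Signal – Fluo-8 calcium dye fluorescence, ex 470-495, em 515-575 nm · Incubation – 1-h 37 °C dye load, 5-s basal, 120-s post-compound reads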
EP2 mod = EP2 receptor modulators, cAMP readout, primary screen, cell-based, HTRF cAMP, PGE2 stimulation; Prostaglandin E2 receptor EP2 subtype (Homo sapiens), P43116; induction, % at 25 µM; EP2-expressing cells, cAMP HTRF FRET, PGE2 co-stimulation; 0.83% of 260,000 active;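 active = compounds whose cAMP rise, as percent of the full-agonist control response, exceeds 60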;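 note: rat C6 glioma line stably carrying human EP2 under a CMV promoter; the protocol text gives 20 µM as final concentration; 100% = response of wells given 1 µM PGE2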
Target sequence (P43116 whole entry, looked up): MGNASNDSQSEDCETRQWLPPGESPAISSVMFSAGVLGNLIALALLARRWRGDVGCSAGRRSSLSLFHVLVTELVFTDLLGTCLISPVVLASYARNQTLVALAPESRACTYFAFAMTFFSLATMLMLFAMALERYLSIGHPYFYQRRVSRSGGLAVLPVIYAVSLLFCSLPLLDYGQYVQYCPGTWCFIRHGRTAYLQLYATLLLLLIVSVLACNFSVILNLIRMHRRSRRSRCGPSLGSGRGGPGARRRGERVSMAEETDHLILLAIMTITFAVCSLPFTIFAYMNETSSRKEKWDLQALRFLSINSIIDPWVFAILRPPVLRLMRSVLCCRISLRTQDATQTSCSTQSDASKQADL
Calpain2 inh = inhibitors of pig calpain II, primary screen, biochemical, fluorogenic peptide substrate, 1536-well | purified calpain II, 30 min | inhibition, % at 16 µM | 0.37% of 220,000 active | AID 1236, 2008;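 active = inhibition above about 50%, limit read from the data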
S1P4 antagonist = S1P4 receptor antagonists, primary screen, cell-based; 0.26% of 220,000 active; Sphingosine 1-phosphate receptor 4 (Homo sapiens), O95977; inhibition, % at 4.98 µM; S1P4-expressing cells, antagonist mode, reporter read-out; in the data active = inhibition above about 29%;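 note: 0% = wells stimulated with agonist and 100% = vehicle wells without agonist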
Target sequence (O95977 whole entry, looked up): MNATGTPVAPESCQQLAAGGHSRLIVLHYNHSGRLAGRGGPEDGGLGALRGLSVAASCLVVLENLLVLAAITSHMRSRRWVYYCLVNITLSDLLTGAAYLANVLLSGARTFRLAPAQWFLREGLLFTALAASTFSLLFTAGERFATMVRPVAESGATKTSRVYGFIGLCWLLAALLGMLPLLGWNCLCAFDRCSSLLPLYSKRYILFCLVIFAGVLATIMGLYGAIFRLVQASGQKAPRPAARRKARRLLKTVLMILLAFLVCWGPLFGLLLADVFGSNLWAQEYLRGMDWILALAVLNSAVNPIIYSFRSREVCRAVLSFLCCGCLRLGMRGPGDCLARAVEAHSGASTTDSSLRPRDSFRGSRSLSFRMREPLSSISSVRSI
S1P4 agonist = S1P4 receptor agonists, primary screen, cell-based | Sphingosine 1-phosphate receptor 4 (Homo sapiens), O95977 | S1P4-expressing cell line, agonist reporter assay | activation, % at 4.98 µM | 0.35% of 220,000 active | AID 1509, 2009; in the data active = activation above about 11%;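 note: 0% = DMSO vehicle and 100% = reference agonist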
zfTRPN1 agonist = zebrafish TRPN1 channel agonists, primary screen, cell-based, HEK293, calcium fluorescence | transient receptor potential cation channel N1 (TRPN1/NompC), Danio rerio | HEK293 zebrafish TRPN1-YFP, Fluo-8 calcium fluorescence; 100% = response to 87 µM carbachol | activation, % at 3 µM | 0.18% of 220,000 active;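 active = activation above its plate's cutoff, the mean activation of test wells on that plate plus 3 SD, cut at about 19% in these data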;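 note: 0% = DMSO alone and 100% = 87 µM carbachol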
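Material: zebrafish TRPN1-YFP in HEK293 cells. Doses: one dose of 3 µM, 0.3% DMSO. Incubation: dye 1 h 37 °C plus 30 min RT. Measured by: intracellular calcium fluorescence with Fluo-8.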
Ba/F3 V617F tox = reduced viability of JAK2V617F-dependent Ba/F3 cells, primary screen, JAK2V617F inhibitor project, cell-based, Ba/F3 EpoR-JAK2V617F, luminescence; ATP luminescence; inhibition, % at 5.6 µM; 1.1% of 220,000 active;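 active = inhibition above the campaign mean plus 3 SD over all tested compounds, cut at about 24% in these data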;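 note: cytokine-independent growth of Ba/F3 cells driven by EpoR plus mutant JAK2; 0% = DMSO-treated cells and 100% = JAK inhibitor I control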
BaF3 tox = parental Ba/F3 cell viability inhibition, counter-screen for JAK2V617F inhibitor project, murine pro-B, CellTiter-Glo luminescence. CellTiter-Glo ATP luminescence. inhibition, % at 5.6 µM. 1.1% of 220,000 active. AID 1486, 2009;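 active = inhibition above a per-campaign cutoff, the mean inhibition of all tested compounds plus 3 SD, cut at about 27% in these data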;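 note: 0% = DMSO wells and 100% = JAK Inhibitor I control wells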
Starred values were filed as active, the others as inactive; · = not tested or not shown.

SMILES	PERK inh	TRPML3 ag	EP2 mod	Calpain2 inh	S1P4 antagonist	S1P4 agonist	zfTRPN1 agonist	Ba/F3 V617F tox	BaF3 tox
Cc1ccc(O)c(/C=N/NC(=O)c2[nH]ncc2Br)c1	1.0	0.6	-44	14	-17	4.2	1.5	-1	6
Cc1cccn2cc(CSc3nnc(Nc4ccc(C(C)C)cc4)s3)nc12	0.4	-0.7	-15	8	-9	-0.7	-1.7	-1	2
COC(=O)CN1C(=O)C(O)(CC(=O)c2ccc(C)cc2)c2ccccc21 (stereo not given)	0.2	-0.2	1	-46	-24	2.5	0.7	-5	3
CC(=O)c1ccc(N2CCN(c3ccc(C(N)=O)cc3[N+](=O)[O-])CC2)cc1	1.3	0.4	-26	-19	-10	-0.1	3.3	-1	1
CCCCSc1nc(CCC)cc(=O)[nH]1	-0.7	-0.4	15	14	-2	-0.6	-0.8	3	0
C=CCC1(Cl)C(=O)C(Cl)=C(N2CCN(C)CC2)C1(OC)OC (stereo not given)	1.4	0.3	-4	-24	3	0.8	2.2	-1	-4
CCOC(=O)CNC(=O)C(Cc1ccccc1)NS(=O)(=O)c1cccs1 (stereo not given)	-1.3	0.0	-9	0	2	-2.1	-0.7	-2	0
CN(C)CCCN(C(=O)c1ccco1)c1nc2ccc(Cl)cc2s1	-0.6	2.6	-33	-6	17	0.0	0.1	4	5
Cc1cc(NNC(=O)c2ccccc2)nc(NNC(=O)c2ccccc2)n1	0.5	1.4	31	-10	-33	2.4	0.7	0	6
COC(=O)c1ccc(CN2CCN(C(C)C)C(CCO)C2)cc1 (stereo not given)	0.9	0.8	14	4	-2	-1.3	0.3	1	4
CCC(C)(C)NC(=O)C(c1cccn1C)N(C(=O)Cn1nnc2ccccc21)c1ccc(OC)cc1 (stereo not given)	-0.6	0.3	16	-3	8	0.8	-0.9	1	4
Cc1ccccc1NC(=O)N1C2CCC1CC(O)(c1cccnc1)C2 (stereo not given)	0.5	0.1	-8	-3	-21	0.3	0.4	1	2
O=C(COc1ccc(Cl)cc1)Nc1cccc(-c2ccc3nncn3n2)c1	0.3	0.6	-55	-31	-10	1.0	3.0	2	11
COC(=O)Nc1sc(C(=O)N(C)C)c(C)c1C(=O)OC	0.3	0.6	-8	26	-9	0.7	1.4	-1	5
CC(C)OC(=O)CSc1nc(N)c(C#N)cc1C#N	0.0	0.4	13	-31	-5	2.4	0.5	-1	9
CCN1CCCC1CNC(=O)c1cn(CC)c2ccc(S(=O)(=O)N3CCCCCC3)cc2c1=O (stereo not given)	-1.0	-0.3	24	-4	2	1.4	-0.8	-6	0
COC(=O)c1cc(NS(=O)(=O)c2ccc(OC)c(OC)c2)ccc1Cl	-0.6	0.3	-11	-5	-31	0.1	0.3	-3	4
CN(C)C(=O)Nc1ccccc1	0.0	0.9	1	-18	-7	1.2	-0.7	-2	1
Cc1ccc(-c2nc(NC(=O)CSc3nnc(C)s3)ns2)cc1	1.6	-0.2	-11	5	-8	-1.2	0.2	-3	9
COc1ccc(Oc2cc(C)c3cccc(C)c3n2)cc1	-0.3	0.9	48	9	-9	-2.4	-0.9	-1	5
O=C(O)CN1C(=O)CNC1=O	0.7	0.4	23	-12	-8	-0.7	0.0	-2	-1
CN(C=O)CP(=O)(O)CCN1CCCC1=O	0.6	0.3	·	·	3	1.0	-0.4	0	7
O=C(NCc1ccc2c(c1)OCO2)c1cc2ncc(Br)cn2n1	1.3	-0.4	-17	-43	-6	3.2	1.0	-4	-2
O=[N+]([O-])c1ccc(N=Nc2c(Cl)cc(O)cc2Cl)cc1	0.3	16*	-64	6	31*	0.6	20*	81*	95*
COC(=O)NC(NC(=S)Nc1ccc([N+](=O)[O-])cc1)C(Cl)(Cl)Cl (stereo not given)	0.1	0.0	-67	43	-11	0.1	1.6	-3	4
COC(=O)Cn1c2ccccc2c2nc(C)sc21	0.1	-0.5	7	-4	21	-1.4	-1.3	-1	4
O=C(C1CCCN(S(=O)(=O)c2ccc(F)cc2)C1)N(Cc1cccs1)C1CC1 (stereo not given)	-1.2	-0.3	22	-12	-10	1.1	-1.2	0	1
CC1Cc2ccccc2N1C(=O)CSc1nnc(Cn2nnc3ccccc32)n1C (stereo not given)	-0.3	-0.8	16	-35	-6	0.9	-0.6	2	5
COCCNC(=S)N1CCN(S(C)(=O)=O)CC1	0.8	0.7	5	27	11	0.3	1.8	1	5
O=S(=O)(NCCc1ccccc1)c1ccc(Cl)nc1	0.9	0.0	-6	-1	-19	1.7	-1.4	-6	-1

Next section, starting with the last 2 of the part before.
SMILES	PERK inh	TRPML3 ag	EP2 mod	Calpain2 inh	S1P4 antagonist	S1P4 agonist	zfTRPN1 agonist	Ba/F3 V617F tox	BaF3 tox
COCCNC(=S)N1CCN(S(C)(=O)=O)CC1	0.8	0.7	5	27	11	0.3	1.8	1	5
O=S(=O)(NCCc1ccccc1)c1ccc(Cl)nc1	0.9	0.0	-6	-1	-19	1.7	-1.4	-6	-1
COC(=O)c1c(C(=O)NCc2ccccc2)ncn1CC(O)COc1ccccc1 (stereo not given)	0.0	0.9	15	-1	-8	-2.2	3.0	-2	3
O=C(Nc1nc(-c2ccccc2)c(C(=O)c2ccccc2)s1)c1ccc(S(=O)(=O)N2CCCCC2)cc1	1.1	0.7	10	-70	-30	0.7	-0.3	-3	1
N#CC1=CN(Cc2ccccc2)C=C(/C=N/Nc2ccccc2)C1	0.2	0.6	-66	-2	-1	-0.5	0.2	-3	-5
O=C(CSc1nnc(-c2ccncc2)o1)N1CCc2ccccc2C1	-0.1	0.1	15	-9	-10	1.5	2.4	-1	7
CCc1ccccc1-n1cnc2cc(C(=O)O)ccc21	0.3	1.8	32	-13	3	1.3	1.5	-4	5
N#Cc1ccc(-c2cccnc2)nc1SCC(=O)Nc1sc2c(c1C#N)CCC2	-1.8	1.7	-1	-254	-18	1.3	1.9	2	2
CN1CCN(c2nc(-c3ccc(Cl)s3)cs2)CC1	0.3	0.2	-30	21	-17	-0.8	1.0	4	7
CC(=O)Nc1ccc(S(=O)(=O)Nc2nc3ccccc3nc2Nc2ccc(O)cc2)cc1	0.2	1.0	9	-7	8	0.2	0.5	0	1
CC(=O)Nc1ccc(S(=O)(=O)N2CCN(S(=O)(=O)N3CCCCCC3)CC2)cc1	0.2	0.4	30	-14	-17	2.4	-0.6	-2	0
CN(c1ccccc1)S(=O)(=O)c1cccc(NC(=O)CSc2nncs2)c1	-1.2	3.4	-74	15	-6	-0.4	11	3	1
Cc1ccc(S(=O)(=O)N2c3ccccc3OCC2c2ccccc2)cc1 (stereo not given)	-1.1	0.9	46	36	-7	0.0	0.2	-2	6
COc1cc(C=O)ccc1OS(=O)(=O)c1ccccc1[N+](=O)[O-]	0.1	0.3	-62	22	-3	0.1	2.5	6	7
C/C(=N\NS(=O)(=O)c1ccc(C)cc1)c1ccc(C)s1	0.9	-1.3	13	2	2	-0.4	-3.2	-1	0
CCC(C)(NC(=O)c1ccc(=O)[nH]c1)C(=O)NC1CCCC1 (stereo not given)	-0.2	0.1	6	18	-10	3.5	0.4	-1	-1
CS(=O)(=O)c1ccc(C(=O)OCc2nnc(-c3ccccc3)o2)cc1[N+](=O)[O-]	0.0	0.5	-50	29	14	-0.3	0.8	4	7
Cc1nnc2ccc(-c3ccc(NC(=O)c4ccco4)cc3)nn12	0.8	0.0	-5	-127	22	-0.4	0.6	-1	7
CC1(C)Cc2c(c(N3CCOCC3)nc3snc(N)c23)CO1	-0.2	0.1	14	15	-17	-0.2	0.3	-2	0
Cc1ccc(OCCCCn2cnc3ccccc32)c(C)c1	-2.4	-0.1	-4	-30	-14	2.2	1.1	9	15
CCCCn1c(=O)c(CCC(=O)OCC(=O)Nc2ccc(C)c(Cl)c2)nc2ccccc21	1.0	1.1	24	-3	-8	2.5	-0.3	-4	7
CCC(C)NC(=O)C1c2ccccc2C(=O)N(c2ccc(OC)cc2)C1c1ccc(OC)cc1 (stereo not given)	-1.5	1.0	18	-11	8	2.9	-0.2	1	5

Printed as active in S1P4 antagonist (from the list above):
SMILES,PERK inh,TRPML3 ag,EP2 mod,Calpain2 inh,S1P4 antagonist,S1P4 agonist
O=[N+]([O-])c1ccc(N=Nc2c(Cl)cc(O)cc2Cl)cc1,0.3,16*,-64,6,31*,0.6

The results go on:
SMILES	PERK inh	TRPML3 ag	EP2 mod	Calpain2 inh	S1P4 antagonist	S1P4 agonist	zfTRPN1 agonist	Ba/F3 V617F tox	BaF3 tox
COc1ccc(S(=O)(=O)N2CCc3ccccc32)cc1C(=O)OCC(=O)c1c(N)n(C)c(=O)n(C)c1=O	0.3	0.1	-53	-6	6	-1.4	0.5	-5	1
Nc1c(-c2ccccc2Cl)cnn1-c1cccc([N+](=O)[O-])c1	-0.8	1.6	-30	34	-7	0.2	0.1	1	46*
Cc1ccc(NC(=O)CCn2cnc3cc(C)c(C)cc32)cc1	-0.8	-0.6	35	12	-23	-0.1	-0.5	5	6
Cc1ccccc1-c1cc2c(nn1)-c1ccccc1C2=O	-0.5	0.7	-31	7	93*	-2.2	-0.8	91*	88*
N#Cc1c(NC(=O)CSc2ncnc3c2cnn3-c2ccccc2Cl)sc2c1CCCC2	-1.1	0.7	21	-38	0	1.8	0.7	1	1

As a working copy, 5 of the compounds above.
SMILES	PERK inh	TRPML3 ag	EP2 mod	Calpain2 inh	S1P4 antagonist	S1P4 agonist	zfTRPN1 agonist	Ba/F3 V617F tox	BaF3 tox
COc1ccc(S(=O)(=O)N2CCc3ccccc32)cc1C(=O)OCC(=O)c1c(N)n(C)c(=O)n(C)c1=O	0.3	0.1	-53	-6	6	-1.4	0.5	-5	1
Nc1c(-c2ccccc2Cl)cnn1-c1cccc([N+](=O)[O-])c1	-0.8	1.6	-30	34	-7	0.2	0.1	1	46*
Cc1ccc(NC(=O)CCn2cnc3cc(C)c(C)cc32)cc1	-0.8	-0.6	35	12	-23	-0.1	-0.5	5	6
Cc1ccccc1-c1cc2c(nn1)-c1ccccc1C2=O	-0.5	0.7	-31	7	93*	-2.2	-0.8	91*	88*
N#Cc1c(NC(=O)CSc2ncnc3c2cnn3-c2ccccc2Cl)sc2c1CCCC2	-1.1	0.7	21	-38	0	1.8	0.7	1	1
